High-throughput results deposited in PubChem BioAssay by several laboratories.
P. falciparum M17LAP: P. falciparum M17LAP inhibitors, primary screen, biochemical, fluorogenic H-Leu-NHMec substrate, 1536-well (AID 1619); recombinant M17LAP, H-Leu-NHMec fluorogenic kinetic assay; higher % means a stronger effect; 220,000 compounds, 0.38% hits; inhibition, % at 30 µM, or IC50 in µM where a hit was titrated;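 active = compound inhibiting the enzyme by more than half at any dose during confirmatory dose-response retesting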;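 also: plate controls were full reaction with DMSO carrier for no effect and no enzyme background for full effect; strong numbers were not always called active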
M1AAP inhibition: malaria alanyl aminopeptidase activity blockers – biochemical, fluorogenic H-Leu-NHMec substrate, 1536-well (AID 1445) | recombinant M1AAP, H-Leu-NHMec fluorogenic kinetic assay; higher % means a stronger effect | one-dose inhibition, % at 30 µM; IC50 in µM for titrated hits | 220,000 compounds, 0.42% hits;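 active = primary inhibition above the hit cutoff, then over 50% inhibition at one or more dose response concentrations, cut at about 23% in these data, passing the limit was not always enough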;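 also: plate controls were DMSO full reaction for no effect and no enzyme background for full effect; strong numbers were not always called active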
ER stress rescue: rescue of cells from ER stress-induced death, primary screen, 384-well, CSM14.1, thapsigargin, ATP luminescence (AID 1222) | CSM14.1 thapsigargin-induced death rescue, ATP luminescence; higher % means a stronger effect | 190,000 tested, under 10 active | cellular ATP content (survival), % at 20 µM, or EC50 in µM where a hit was titrated;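 active = EC50 below 50 µM in the dose-response confirmation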;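 also: death triggered by thapsigargin at about 15 µM added after 2 h compound pretreatment; cell ATP read after overnight thapsigargin exposure of roughly 18 to 22 hours; normalized against plate controls of thapsigargin alone and 5% DMSO vehicle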
Autophagy mod: autophagy modulation, high-content screen; calls only at 10 µM (by protocol); 190,000 compounds, 0.98% hits; MEF GFP-LC3 puncta imaging; test concentration mostly 10 µM;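 active = percentage of spot-positive cells more than 3 SD above its plate mean, without a fluorescence outlier flag or 80% toxicity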;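 also: spot-positive cell cutoff set from DMSO-treated cells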
MT stabilizer: microtubule stabilizers in HeLa cells; HeLa tubulin immunostaining HCS, 24 h; share of cells brighter than vehicle mean+2SD; % tubulin-high responders, % at 10 µM; 200,000 compounds, 0.83% hits; AID 2205;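 active = plate Z-score above 3 for both tubulin-high and condensed-nucleus cell shares, with cell loss under 80%, at 10 µM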;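 also: anti alpha tubulin signal scored within the nucleus-defined area of each cell; some results filed as inactive read as strong as hits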
Hep lipid drop: modulators of hepatic lipid droplet formation | AML12 mouse hepatocytes, oleate lipid droplets, BODIPY imaging | inhibition, % at 6.5 µM | 240,000 compounds, 0.4% hits | AID 1656;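 active = lipid droplet intensity inhibited by at least 50%, with more than 500 cells counted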
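Test system: AML12 hepatocytes (mouse); reagent: oleate loading, 100 µM; dosing: one dose, 6.5 µM compound; incubation: overnight exposure; signal: fluorescence imaging, 20x objective, two fields per well; read-out basis: % inhibition of corrected integrated BODIPY droplet signal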
Yfh1-off respiration: enhancers of respiration in Yfh1-depleted yeast, dose response, Friedreich's ataxia, plus single-dose screen (AID 1465); S. cerevisiae Yfh1-off respiration, WST-1 reduction, 72 h; higher fold induction means a stronger effect; fold induction at 50 µM; hits with a dose series show EC50 in µM; 220,000 compounds, 0.074% hits;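 active = fold induction of absorbance versus untreated yeast above a set limit, then at least 30% activation at any dose in follow-up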;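 also: activators that raise dye reduction in frataxin-depleted yeast; strong numbers were not always called active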
Ins promoter up: MIN6 insulin promoter up-regulation. z-score at 5 µM. AID 1625. 190,000 compounds, 0.3% hits. MIN6 insulin promoter-GFP reporter, high-content imaging; active compounds read high;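 active = z-score above 3 at 5 µM with at least 500 cells counted in the well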
Dynein transport: blocks dynein driven cargo transport along microtubules; z-score, hits read low; 3617.4 mouse cells, GR-EGFP nuclear translocation imaging; test concentration mostly 20 µM; stimulated with dexamethasone, 1 µM; active compounds read low; AID 1381; 220,000 compounds, 0.47% hits;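 active = plate z-score of nuclear minus cytoplasmic receptor signal below a set negative limit, without overly bright fluorescence or cell loss, cut at about -3.5 in these data, passing the limit was not always enough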;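 also: z-score of nuclear minus cytoplasmic ring GR-EGFP intensity difference per well; some compounds called inactive have numbers as strong as hits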
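Buffer or medium: tet-free medium with charcoal-stripped serum / Also added: dexamethasone agonist, 1.0 µM final, for 30 min / Timing: induction 48 h, compound 1 h, agonist 30 min / Measured by: high-content fluorescence imaging after fixation / Read-out: nuclear-to-cytoplasmic GR-EGFP distribution per well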
Dynein transport cytoplasmic EGFP: recorded beside Dynein transport, whose call it bears; z-score; measured here: cytoplasmic GR-EGFP intensity; active compounds read high
Dynein transport nuclear GR-EGFP: recorded beside Dynein transport, whose call it bears; z-score; measured here: nuclear GR-EGFP intensity;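 lower value marks the stronger effect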
Dynein transport cell count: also measured in Dynein transport; calls as there; z-score; measured here: cell count per field
Ins promoter up cell count: further read-out of Ins promoter up, marked with its call; cell count; measured here: cytotoxicity, nuclei count;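 total cells summed across four imaged fields per well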
Hep lipid drop cells 6.5 µM: further read-out of Hep lipid drop, marked with its call; cell count; measured here: cell count, cytotoxicity flag;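 cells counted across two imaged fields per well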
MT stabilizer Hoechst-high %: also measured in MT stabilizer; calls as there; % Hoechst-high responders; measured here: nuclear condensation Hoechst responders;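 share of cells brighter than vehicle mean plus two SD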
MT stabilizer cytotoxicity %: also measured in MT stabilizer; calls as there; toxicity, %; measured here: cytotoxicity by cell density;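 0% = mean cell density of plate MIN control wells and 100% = no cells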
Autophagy mod cell loss 18 h: also measured in Autophagy mod; calls as there; toxicity, %; measured here: cell loss, nuclei count;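 cell loss after 18 h compound exposure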
The depositor's hits bear a star; i = inactive; nt = no result given. This is a random part of the collection; overall some 3.5% were active at least once.

Second line of a record: P. falciparum M17LAP	M1AAP inhibition	ER stress rescue	Autophagy mod	Autophagy mod cell loss 18 h	MT stabilizer	MT stabilizer Hoechst-high %	MT stabilizer cytotoxicity %	Hep lipid drop	Hep lipid drop cells 6.5 µM	Yfh1-off respiration	Ins promoter up	Ins promoter up cell count	Dynein transport	Dynein transport cytoplasmic EGFP	Dynein transport nuclear GR-EGFP	Dynein transport cell count
> COc1ccc(CCN2C(=O)CC(N3CCOCC3)C2=O)cc1OC (centres undefined)
  -9%	9%	-1.7%	i	-9	2.4	1.4	5.3	51*	716*	i	nt	nt	0.076	-0.17	0.069	0.69
> Cc1ncc(S(=O)(=O)c2ccccc2)c(-c2ccccc2)n1
  -2%	7%	0.1%	i	-5	1.4	1.6	11	13	771	i	0.74	937	0.98	0.35	0.25	-1.5
> Nc1c(C(=O)NCCc2ccccc2)nnn1Cc1ccccc1
  -5%	5%	-0.2%	i	30	2.9	2.3	4.7	-7	751	i	0.33	1272	-1.1	0.12	0.29	0.46
> COc1ccc(Br)cc1C(=O)Nc1ccc(O)cc1
  7%	-2%	-3.7%	i	2	2.4	2.4	5.3	-6	710	i	1.2	1131	-0.51	-0.24	-0.22	0.51
> CCOP(=O)(c1ccccc1)c1nc(-c2ccccc2C)oc1NCc1ccccc1 (centres undefined)
  9%	4%	nt	nt	nt	nt	nt	nt	-5	678	i	0.31	995	0.62	-0.75	-0.0012	-0.91
> OCCC1CN(Cc2cccc(C(F)(F)F)c2)CCN1Cc1ccccc1 (centres undefined)
  -5%	1%	-0.5%	i	13	3.4	2.4	4.5	-8	686	i	-0.86	1421	-0.12	-0.24	-0.0089	0.24
> COc1ccc(/C=N/n2cnnc2SCCO)cc1OC
  12%	6%	-1.7%	i	25	3.5	1.7	3.6	nt	nt	i	1	1422	0.91	-0.18	0.85	-0.66
> Cc1ccc(C)c(NC(=O)C(=O)NCCc2c[nH]c3ccccc23)c1
  2%	2%	0.7%	i	-2	3.5	1.7	6.6	-11	699	nt	0.71	1174	-0.66	-0.13	-0.28	0.51
> O=C(CCCn1cnc([N+](=O)[O-])n1)Nc1ccc(Cl)cc1Cl
  -21%	-2%	-2.8%	i	25	3.5	2.5	9.2	17	566	i	0.45	1607	0.2	-0.19	0.25	0.22
> CC(CC(=O)O)CC(=O)Nc1ccc(S(N)(=O)=O)cc1 (centres undefined)
  -4%	3%	-1.6%	i	-26	2.8	2.0	9.4	nt	nt	i	-0.38	1605	0.53	-0.19	1.2	-0.39
> COc1ccc(-c2ccnc(SCC(=O)c3ccc(Br)cc3)n2)cc1
  4%	1%	-2.2%	i	16	4.1	2.4	0.8	21	654	i	-0.37	1503	2	-0.16	1.2	-2.8
> COc1ccc2c(=O)c3c(=O)n(-c4ccccc4)c(-c4ccco4)nc3oc2c1
  3%	5%	0.3%	i	-7	3.9	2.3	5.4	21	695	i	-1.3	1196	-0.23	-0.26	-0.45	0.41
> O=C(Nc1nccs1)c1ccc(CSc2nnnn2-c2ccccc2)cc1
  4%	-3%	-1.9%	i	5	3.6	1.7	4.6	1	786	i	-0.11	971	-0.88	-0.21	-0.16	1.5
> CC/C(CC(=O)C(F)(F)F)=N\NC(=O)/C(C#N)=C/N(C)C
  -2%	-10%	0.8%	i	17	1.7	0.8	2.1	-2	707	i	-0.01	1366	1.1	-0.26	0.42	0.025
> Cc1onc(-c2ccccc2Cl)c1C(=O)N1CCN=C1SCc1cccnc1
  5%	-3%	-1.4%	i	20	4.5	2.2	7.7	nt	nt	i	0.2	1414	0.37	-0.18	0.81	-1.6
> CC1=C(c2ccc(C)cc2)S(=O)(=O)N(CC(=O)O)C1=O
  -5%	2%	-1.2%	i	8	3.2	2.1	2.8	-1	760	i	-0.25	1269	0.98	-0.0045	1.2	-2.2
> COc1cc(C(C(=O)NC2CCCCC2)N(C(=O)Cc2c[nH]c3ccccc23)c2ccccc2C)cc(OC)c1OC (centres undefined)
  2%	9%	0.1%	i	5	3.8	2.5	7.9	12	692	i	-0.47	1156	-0.77	-0.088	-0.41	-0.29
> Oc1c(Cl)cc(Cl)cc1/C=N/Nc1ncc(Br)cn1
  10%	-2%	0.9%	i	26	2.1	1.3	5.2	-1	642	i	-2.4	1206	0.76	-0.23	0.37	-0.25
> CCOC(=O)CC1=CSC2=NS(=O)(=O)CCN12
  3%	3%	-0.2%	i	3	4.0	4.2	9.1	nt	nt	i	0	922	-0.35	-0.12	-0.09	0.54
> O=C(NC(NNc1ccc([N+](=O)[O-])cc1)(C(F)(F)F)C(F)(F)F)c1ccc(Cl)cc1
  4%	11%	8.5%	i	-7	3.0	1.3	7.6	nt	nt	i	0.31	999	0.62	-0.23	0.65	1.2
> COc1cc(/C=C(/NC(=O)c2ccc(Cl)cc2Cl)C(=O)O)cc(OC)c1OC
  20%	4%	8.4%	i	7	3.2	3.0	7.0	2	674	i	nt	nt	-0.8	-0.32	-0.72	1.1
> Cc1ccc(C2C3=C(CC(C)(C)CC3=O)Nc3[nH]c(=S)[nH]c(=O)c32)cc1 (centres undefined)
  13%	15%	-2.0%	nt	nt	nt	nt	nt	-13	676	i	0.31	1924	nt	nt	nt	nt
> COc1cccc(NC(=O)Cc2ccc(C)cc2)c1
  24%	2%	-0.9%	i	-2	2.4	1.5	8.3	-22	779	i	-0.4	903	-0.69	0.036	-0.099	0.27
> N/C(Cc1nc(-c2ccc(Br)cc2)cs1)=N\O
  -1%	2%	-1.0%	i	16	3.7	1.6	8.4	5	662	i	0.19	1261	0.37	-0.33	0.3	0.07
> Cc1cc(/C=N/NC(N)=O)c(C)n1C1CCCCC1
  2%	6%	-1.0%	i	33	3.0	1.6	2.1	-6	521	i	-0.59	1384	-1	-0.27	-0.21	0.23
> COc1c(Br)cc(Br)cc1C(=O)O
  -11%	8%	-2.8%	i	10	2.1	1.5	7.9	-1	741	i	-0.14	1172	-0.58	-0.18	-0.16	0.78
> Cc1nnc(SCC(=O)NC(=O)NC2CCCC2)n1N
  5%	1%	-1.8%	i	-1	1.0	1.2	12	-6	772	i	nt	nt	0.46	0.2	0.36	-0.41
> CCc1nc2sc(C#N)c(N)c2c2c1CCCC2
  5%	4%	nt	i	4	3.4	2.5	3.6	nt	nt	i	nt	nt	0.3	-0.16	0.78	-1.6
> CC1(C)CC(=O)C(N=Nc2ccc(C(F)(F)F)cc2[N+](=O)[O-])=C(O)C1
  6%	7%	nt	nt	nt	nt	nt	nt	-8	720	i	-0.46	1395	-0.27	0.055	-0.31	-5
> O=C(NCc1ccccc1)C1c2ccccc2Oc2ccccc21
  0%	3%	nt	i	18	2.7	1.8	4.0	-13	704	i	-0.19	1249	-0.43	-0.17	-0.24	0.65
> COc1ccc(Cl)cc1NC(=O)/C=C\C(=O)O
  -1%	5%	-0.3%	i	0	1.1	1.4	12	-8	808	i	nt	nt	-1.4	-0.15	-0.73	1.4
> Cc1n[nH]c(=S)n1/N=C/c1ccccc1OCc1ccc(Cl)cc1Cl
  16%	5%	9.0%	i	-1	2.6	2.2	8.3	4	686	i	0.41	1316	1.4	-0.22	0.77	-1

Some of the entries so far, with each value named:
Cc1ccc(C2C3=C(CC(C)(C)CC3=O)Nc3[nH]c(=S)[nH]c(=O)c32)cc1 (centres undefined)
  P. falciparum M17LAP: 13%
  M1AAP inhibition: 15%
  ER stress rescue: -2.0%
  Autophagy mod: nt
  Autophagy mod cell loss 18 h: nt
  MT stabilizer: nt
  MT stabilizer Hoechst-high %: nt
  MT stabilizer cytotoxicity %: nt
  Hep lipid drop: -13
  Hep lipid drop cells 6.5 µM: 676
  Yfh1-off respiration: i
  Ins promoter up: 0.31
  Ins promoter up cell count: 1924
  Dynein transport: nt
  Dynein transport cytoplasmic EGFP: nt
  Dynein transport nuclear GR-EGFP: nt
  Dynein transport cell count: nt
COc1cccc(NC(=O)Cc2ccc(C)cc2)c1
  P. falciparum M17LAP: 24%
  M1AAP inhibition: 2%
  ER stress rescue: -0.9%
  Autophagy mod: i
  Autophagy mod cell loss 18 h: -2
  MT stabilizer: 2.4
  MT stabilizer Hoechst-high %: 1.5
  MT stabilizer cytotoxicity %: 8.3
  Hep lipid drop: -22
  Hep lipid drop cells 6.5 µM: 779
  Yfh1-off respiration: i
  Ins promoter up: -0.4
  Ins promoter up cell count: 903
  Dynein transport: -0.69
  Dynein transport cytoplasmic EGFP: 0.036
  Dynein transport nuclear GR-EGFP: -0.099
  Dynein transport cell count: 0.27
COc1cc(/C=C(/NC(=O)c2ccc(Cl)cc2Cl)C(=O)O)cc(OC)c1OC
  P. falciparum M17LAP: 20%
  M1AAP inhibition: 4%
  ER stress rescue: 8.4%
  Autophagy mod: i
  Autophagy mod cell loss 18 h: 7
  MT stabilizer: 3.2
  MT stabilizer Hoechst-high %: 3.0
  MT stabilizer cytotoxicity %: 7.0
  Hep lipid drop: 2
  Hep lipid drop cells 6.5 µM: 674
  Yfh1-off respiration: i
  Ins promoter up: nt
  Ins promoter up cell count: nt
  Dynein transport: -0.8
  Dynein transport cytoplasmic EGFP: -0.32
  Dynein transport nuclear GR-EGFP: -0.72
  Dynein transport cell count: 1.1
